PABP1 MLLE inh: inhibitors of microRNA-mediated deadenylation, human PABP1 MLLE binding | GST-MLLE / FITC-PAM2 fluorescence polarization | inhibition, % at 20 µM | actives 0.36% (n = 360,000); in the data active means inhibition above about 35%, passing the limit was not always enough;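 further: plate controls were DMSO wells with GST-MLLE for no effect and wells lacking GST-MLLE protein for full effect; some results filed as inactive read as strong as hits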
MsrA act: activators of bovine methionine sulfoxide reductase A; purified bovine MsrA, absorbance read-out; activation, % at 10.6 µM; actives 0.3% (n = 360,000); AID 602163; in the data active means activation above about 7.5%;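 further: 0% = vehicle and 100% = reference activator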
MT1-MMP act inh: MT1-MMP (human) activation inhibition; HT1080 RFP-PRO-GFP cells, GFP/RFP ratio fluorescence, overnight; percent of plate control window, DMSO zero; GFP/RFP ratio change, % at 20 µM; actives 0.061% (n = 360,000); AID 651647;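 active means GFP/RFP ratio change of at least 30% with cell ATP level not reduced by more than half and red fluorescence within 50% of control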; further: strong numbers were not always called active
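Read-out: GFP/RFP fluorescence ratio; Test system: RFP-PRO-GFP reporter HT1080 cells; Compound dosing: single-point 20 µM compound, 1% DMSO; Times: overnight compound exposure at 37 °C.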
FAS-TE inh: inhibitors of human fatty acid synthase thioesterase domain; P49327; recombinant FAS-TE, OMFH fluorogenic substrate, fluorescence endpoint; inhibition, % at 15 µM; actives 0.67% (n = 360,000); AID 602261;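 active means compounds whose normalised, plate-corrected inhibition of enzyme fluorescence in the single-dose primary screen is 50% or more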;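 further: 0% = DMSO with enzyme and 100% = substrate without enzyme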
Rin1 Abl inh: inhibitors of human Rin1-Abl protein interaction | P00519+Q13671 | TR-FRET Rin1/Abl binding, biochemical | inhibition, % at 7.35 µM | actives 0.4% (n = 360,000); in the data active means inhibition above about 5%, passing the limit was not always enough
SKN-1 block: blocks SKN-1 activity in C. elegans. C. elegans VP596 Pgst-4::GFP/RFP ratio, acrylamide-induced, 24 h. inhibition, % at 21.8 µM. actives 0.49% (n = 360,000);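 active means interference check ratio from 0.5 to 1.5 plus GFP to RFP signal ratio inhibition reaching or exceeding a fixed threshold, cut at about 30% in these data, passing the limit was not always enough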; further: some compounds called inactive have numbers as strong as hits
E coli Lon inh: E. coli protease La inhibition; purified E. coli Lon protease, fluorescence polarization; inhibition, % at 7.94 µM; actives 0.42% (n = 360,000); AID 602123; in the data active means inhibition above about 13%, passing the limit was not always enough;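 further: 0% = enzyme with probe and DMSO and 100% = no enzyme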
NRP1-CendR mod: modulators of CendR peptide binding to human neuropilin-1. actives 0.85% (n = 360,000). O14786. FAM-RPARPAR peptide binding to NRP-1, fluorescence polarization. inhibition, % at 25 µM;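 active means inhibition or corrected inhibition above about 18%, plus a signal ratio from 0.5 to 1.5, limit read from the data, passing the limit was not always enough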; further: strong numbers were not always called active
Target sequence (O14786 whole entry, looked up): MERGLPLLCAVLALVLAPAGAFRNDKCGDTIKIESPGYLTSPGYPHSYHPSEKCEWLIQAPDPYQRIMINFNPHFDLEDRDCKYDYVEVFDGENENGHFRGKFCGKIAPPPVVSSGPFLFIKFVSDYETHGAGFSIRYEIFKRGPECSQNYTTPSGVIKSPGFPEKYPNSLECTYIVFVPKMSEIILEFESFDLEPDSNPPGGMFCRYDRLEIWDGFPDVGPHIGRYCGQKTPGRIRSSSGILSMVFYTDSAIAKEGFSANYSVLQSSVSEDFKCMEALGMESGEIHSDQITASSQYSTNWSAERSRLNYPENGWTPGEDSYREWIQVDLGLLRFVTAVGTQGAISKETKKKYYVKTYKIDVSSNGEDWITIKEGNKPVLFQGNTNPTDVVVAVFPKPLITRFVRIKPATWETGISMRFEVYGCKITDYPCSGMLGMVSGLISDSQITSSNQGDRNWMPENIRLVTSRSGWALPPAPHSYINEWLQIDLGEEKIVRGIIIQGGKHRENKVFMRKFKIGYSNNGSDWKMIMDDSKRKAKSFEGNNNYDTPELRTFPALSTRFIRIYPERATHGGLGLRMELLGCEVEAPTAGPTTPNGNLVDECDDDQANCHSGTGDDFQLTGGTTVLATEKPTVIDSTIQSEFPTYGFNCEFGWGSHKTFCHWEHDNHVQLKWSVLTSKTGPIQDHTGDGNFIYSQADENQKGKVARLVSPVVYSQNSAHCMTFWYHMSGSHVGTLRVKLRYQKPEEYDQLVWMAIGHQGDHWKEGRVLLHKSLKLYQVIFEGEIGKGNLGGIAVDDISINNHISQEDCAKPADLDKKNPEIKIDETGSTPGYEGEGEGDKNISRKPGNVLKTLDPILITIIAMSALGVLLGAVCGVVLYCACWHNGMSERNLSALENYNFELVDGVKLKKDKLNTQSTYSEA
Neddylation inh: cullin neddylation inhibition; TR-FRET cullin neddylation, biochemical; P61081+Q13564; AID 651699; actives 0.58% (n = 360,000); calls only at 25 µM; in the data active means inhibition above about 36%
The depositor's hits bear a star; i = inactive; . = not tested or not shown.

SMILES | PABP1 MLLE inh | MsrA act | MT1-MMP act inh | FAS-TE inh | Rin1 Abl inh | SKN-1 block | E coli Lon inh | NRP1-CendR mod | Neddylation inh
CC(C)(C)C(=O)N1CCN(c2ccc3c(c2)C2CC3CCN2C(=O)OCc2ccccc2)CC1 (configuration not stated) | 1 | -1 | 3 | 4 | 2 | 10 | -12 | 9 | i
COc1ccc(/C=N/NC(=O)CCc2n[nH]c(=O)[nH]c2=O)cc1OC | 4 | -5 | 1 | -11 | 1 | 1 | -1 | -10 | i
Cc1cc2oc3cc(NCCC4CCCN4C)ccc3c(=O)c2cc1C (configuration not stated) | -13 | -1 | 7 | -1 | -8 | 6 | -6 | -8 | i
COc1cccc(CNC(=O)c2ccc3nc[nH]c3c2)c1 | 0 | -9 | -2 | -9 | 2 | 1 | -1 | 1 | i
CCCNC(=O)CSc1ccc(S(=O)(=O)N2CCCC2)cn1 | 34 | 0 | -2 | -8 | 0 | 11 | -8 | 7 | i
CC(C)(O)[C@H](O)COc1c2ccoc2cc2oc(=O)ccc12 | 2 | -5 | -3 | -12 | 1 | -15 | -12 | 6 | i
Cc1cc(Cl)nc(-n2nc(C)cc2C)n1 | -5 | -3 | 1 | -4 | 1 | -4 | 1 | 8 | i
O=C(Cn1c(=O)cnc2ccccc21)NNC(=O)c1ccccc1Cl | 11 | -1 | 1 | -5 | 4 | -8 | -4 | -1 | i
CCCOC(=O)COC(=O)c1ccccc1NC(=O)c1ccccc1 | 6 | -2 | 0 | 14 | 4 | 15 | 5 | 2 | i
CCN(CC)S(=O)(=O)c1cccc(C(=O)Nc2ccc3c(c2)OCO3)c1 | 10 | -2 | . | 5 | 2 | 2 | 5 | 0 | i
COC(=O)C1OC(OC2CC[C@]3(C)C(CC[C@@]4(C)[C@@H]3CC=C3[C@@H]5CC(C)(C)CC[C@]5(C(=O)OC5OC(CO)C(O)C(O)C5O)CC[C@]34C)C2(C)C)C(O)C(O)C1O[C@H]1OCC(O)C(O)C1O (some centres not stated) | 8 | 2 | -2 | 2 | 0 | -7 | -8 | -9 | i
CCCNC(=O)C1CCCN(S(=O)(=O)c2ccc3c(c2)CC(C)N3C(=O)C2CC2)C1 (configuration not stated) | -9 | -1 | -3 | 1 | 0 | -14 | 3 | -9 | i
COc1ccc2nccnc2c1[N+](=O)[O-] | -3 | 1 | -3 | -2 | 1 | 12 | -5 | -15 | i
O=C(NCc1ccco1)/C(=C/c1ccc(Br)cc1)NC(=O)c1ccco1 | 9 | -2 | 4 | -5 | -2 | 13 | 1 | 5 | i
COc1ccc(NC(=O)CCn2nnc(-c3ccc(C)cc3)n2)cc1OC | -8 | -8 | 1 | -6 | 4 | -12 | -3 | 5 | i
O=C(/C=C\Nc1ccc(Br)cc1)c1cccnc1 | -11 | -3 | 2 | 5 | -2 | 86* | 6 | 6 | i
COc1ccccc1CCNC(=O)Cn1ccc2cc(S(=O)(=O)N3CCC(C)CC3)ccc21 | -6 | 0 | 5 | 17 | -1 | 13 | -5 | 0 | i
CCOc1ccc(C(=O)NCCC(=O)N2CCC3(CC2)NCCc2[nH]cnc23)cc1OCC | 1 | -3 | 0 | -5 | 1 | 8 | 9 | -1 | i
CC(=O)Nc1ccc(/C=C(\C#N)S(=O)(=O)c2ccc(C)cc2)cc1 | 4 | -4 | -2 | -4 | -1 | 1 | -16 | 8 | i
O=C1c2ccccc2C(=O)N1CCc1csc(-c2ccccc2)n1 | 5 | -11 | 0 | 34 | 3 | -16 | 4 | 6 | i

The list goes on, overlapping the part above by two compounds.
SMILES | PABP1 MLLE inh | MsrA act | MT1-MMP act inh | FAS-TE inh | Rin1 Abl inh | SKN-1 block | E coli Lon inh | NRP1-CendR mod | Neddylation inh
CC(=O)Nc1ccc(/C=C(\C#N)S(=O)(=O)c2ccc(C)cc2)cc1 | 4 | -4 | -2 | -4 | -1 | 1 | -16 | 8 | i
O=C1c2ccccc2C(=O)N1CCc1csc(-c2ccccc2)n1 | 5 | -11 | 0 | 34 | 3 | -16 | 4 | 6 | i
COc1cc(OC)cc(OCC(O)Cn2cnc(-c3ccccc3)c2)c1 (configuration not stated) | -12 | 0 | 3 | 0 | 2 | 11 | -5 | -11 | i
CS(=O)(=O)N1CCC(Oc2ccccc2C(=O)N2CCNC(=O)C2)CC1 | 0 | 6 | 0 | -4 | 2 | 0 | -4 | -1 | i
CC(=O)C(Cc1ccccc1)NC(=O)COC(=O)c1ccc(-n2cnnn2)cc1 (configuration not stated) | -3 | -6 | 1 | 0 | 1 | 5 | 12 | 5 | i
CCOc1ccc(C2C(C#N)=C(N)Oc3cc(C)n(CCN(C)C)c(=O)c32)cc1OCC (configuration not stated) | -6 | -7 | -1 | -8 | -1 | 0 | -10 | -5 | i
COc1ccc(Cc2c(C3CCCCC3)nc3c(Cl)cc(C(F)(F)F)cn23)c(C)c1 | . | -14 | 1 | -2 | . | 1 | 2 | -13 | i
COC(=O)c1ccccc1N1C(=O)C2C(C1=O)C1C=CC2C12CC2 (configuration not stated) | -4 | -10 | -2 | -3 | 0 | -32 | 6 | 13 | i
COc1ccc(N2CCN(C(CNC(=O)C(=O)NCCCn3ccnc3)c3ccco3)CC2)cc1 (configuration not stated) | -6 | -4 | 0 | -4 | 0 | -2 | 2 | -11 | i
O=C(C1=C[C@H](c2ccc(C(F)(F)F)cc2)C[C@H](OCCCCO)O1)N1CCN(Cc2ccc3c(c2)OCO3)CC1 | 2 | -1 | 4 | 10 | 1 | 2 | -7 | 29* | i
CCOc1ccc(N2CC(C(=O)NCc3ccc(C)n3C)CC2=O)cc1 (configuration not stated) | 3 | -4 | -1 | -2 | -4 | 4 | 0 | -4 | i
COC(=O)C1=C(C)NC(C)=C(C(=O)OCCN(C)Cc2ccccc2)C1c1cccc([N+](=O)[O-])c1 (configuration not stated) | 15 | -1 | -3 | 35 | 0 | 14 | 10 | -1 | i
CCOC(=O)c1c(P(=O)(N2CCOCC2)N2CCOCC2)noc1N | 8 | -4 | -1 | -6 | 1 | -1 | 4 | -1 | i
C[C@@H]1CCC[C@]2(O[C@H](CCO)C[C@H](O)[C@H]2O)O1 | 5 | -8 | -2 | -10 | -2 | 9 | -9 | 13 | i
CC1=C(C#N)C(c2ccoc2)C(C(=O)OCc2ccccc2)=C(N)S1 (configuration not stated) | 5 | 1 | -3 | 19 | 2 | 3 | -1 | 5 | i
C1=C(CCNc2ncnc3c2cnn3-c2ccccc2)CCCC1 | -6 | -8 | 2 | 7 | 3 | 9 | 0 | 8 | i
Cc1ccc(S(=O)(=O)n2c(CN3CCCC(C)C3)nc3ccccc32)cc1 (configuration not stated) | -26 | -7 | -12 | 23 | 1 | -4 | -3 | -12 | i
COc1ccc(NC(=O)c2onc(C)c2Cl)cc1 | 8 | -4 | -5 | -5 | -4 | -1 | 11 | -2 | i
CCOC(=O)CC1(NC(=O)c2cc(COc3c(F)cccc3F)on2)CCCCC1 | -10 | -1 | -9 | 16 | 2 | 0 | -6 | 4 | i
O=C(NCCCN1CCCC1)c1cc2c(Cl)nc3ccccc3c2s1 | -36 | -8 | -3 | -2 | -8 | 1 | -8 | 6 | i
O=[N+]([O-])c1ccc(N=NN(CCO)CCO)cc1 | -10 | -13 | 0 | -6 | -2 | -6 | -1 | -1 | i
O=C(Nc1cccc2ncccc12)c1cccnc1 | 4 | -8 | 0 | -4 | 0 | 4 | 1 | -5 | i

An excerpt from above, limited to SKN-1 block and MT1-MMP act inh:
Molecule | SKN-1 block | MT1-MMP act inh
O=[N+]([O-])c1ccc(N=NN(CCO)CCO)cc1 | -6 | 0
O=C(NCCCN1CCCC1)c1cc2c(Cl)nc3ccccc3c2s1 | 1 | -3
CC(=O)C(Cc1ccccc1)NC(=O)COC(=O)c1ccc(-n2cnnn2)cc1 (configuration not stated) | 5 | 1
COc1ccc(Cc2c(C3CCCCC3)nc3c(Cl)cc(C(F)(F)F)cn23)c(C)c1 | 1 | 1

(more compounds)
SMILES | PABP1 MLLE inh | MsrA act | MT1-MMP act inh | FAS-TE inh | Rin1 Abl inh | SKN-1 block | E coli Lon inh | NRP1-CendR mod | Neddylation inh
CCOC(=O)[C@H]1[C@H]2COc3ccc(Cl)cc3[C@@H]2N2C(=O)c3cc(OC)ccc3NC(=O)[C@@]12C | 7 | -4 | -6 | 22 | 5 | 0 | 5 | -6 | i
C/C(=N/NC(=O)c1cccs1)c1ccc(N2CCOCC2)cc1 | -2 | -8 | 7 | -4 | -1 | 1 | -4 | -3 | i
CCOc1ccc(NCc2ccccc2OCc2cccc(F)c2)cc1 | 17 | -8 | 4 | 9 | 1 | 12 | -6 | -1 | i
CC(=O)N1CCN(Cc2cc(=O)oc3cc(C)c(C)cc23)CC1 | 2 | -2 | 4 | -6 | -1 | 14 | 3 | 13 | i
COc1ccc(NC(=O)C(Sc2nnc(-c3ccncc3)n2-c2ccccc2C)c2ccccc2)cc1Cl (configuration not stated) | -50 | -1 | -12 | 56* | 1 | 24 | -3 | -1 | i
S=c1[nH]nc(-c2ccccn2)n1/N=C/c1cccc(Cl)c1 | -27 | 0 | 4 | -6 | -1 | 2 | 6 | 2 | i
O=C(COC(=O)CCCc1c[nH]c2ccccc12)Nc1ccc2c(c1)OCO2 | -25 | -3 | -4 | 12 | -1 | 23 | 8 | 17 | i
Cn1c(N)c(C(=O)CSc2nnnn2-c2ccccc2)c(=O)n(C)c1=O | -7 | -1 | -1 | -5 | 3 | 7 | 3 | 0 | i
O=S(=O)(Nc1ccccn1)c1cccc(S(=O)(=O)c2ccc(Cl)cc2)c1 | 3 | -1 | 1 | -2 | -5 | 3 | -8 | 7 | i
N/C(=N\OC(=O)CCCOc1ccccc1)c1cccc([N+](=O)[O-])c1 | 6 | -1 | 3 | 50 | 1 | 9 | -1 | -6 | i
O=C1c2ccccc2NC(c2ccccc2Cl)N1N=C1CCCCCC1 (configuration not stated) | 3 | -3 | 0 | 3 | -1 | 10 | -1 | 4 | i
COc1ccc(-c2n[nH]c(C)c2-c2cnn(-c3ccccc3)c2)c(O)c1C | 0 | -11 | -7 | 23 | 1 | -23 | -2 | 5 | i
Cc1cc(C(=O)O)cc(S(=O)(=O)NNC(=O)c2cccs2)c1C | 4 | -1 | 3 | -6 | 3 | -1 | -9 | -4 | i
O=C(NC1CCN(C(=S)NCc2ccco2)CC1)NC12CC3CC(CC(C3)C1)C2 | -18 | -9 | 0 | 10 | 2 | 0 | -10 | -16 | i
Cn1ncc(Br)c1C(=O)Nc1cccc(C(F)(F)F)c1 | -12 | -4 | -6 | 3 | 0 | 8 | 1 | 8 | i
CCOc1ccccc1Nc1nnc(SCC(=O)NC(Cc2c[nH]c3ccccc23)C(=O)O)s1 (configuration not stated) | -19 | 2 | 3 | -2 | -1 | -3 | 0 | -1 | i
Cc1ccccc1/C=N/n1c(COc2ccccc2)n[nH]c1=S | -106 | 1 | -4 | 3 | -2 | -4 | 0 | 2 | i
CC1CCN(c2ncccc2C(=O)O)CC1 | 6 | -2 | 1 | -11 | -1 | 5 | 1 | -3 | i
O=C(Nc1ccsc1C(=O)O)c1cccc(Oc2ccccc2)c1 | -11 | -3 | -7 | -2 | 2 | 0 | -1 | 3 | i
COc1ccc(Cc2nnc(SCc3c(C)noc3C)n2C2CCCCC2)cc1OC | -39 | -14 | -2 | -13 | 0 | -17 | -3 | 9 | i
CC(C)(C)c1ccc(CC(=O)N2CCC2(C)C(=O)NS(=O)(=O)Cc2ccccc2)cc1 (configuration not stated) | 0 | -1 | 2 | -6 | -1 | 12 | -7 | 7 | i
CS(=O)(=O)N1CCN(c2ccccc2NC(=O)Cc2ccc(Cl)cc2)CC1 | 2 | -5 | -4 | 4 | 2 | -3 | -18 | 28* | i
CCOc1ccc(/C=N/NC(=O)C2CC2)c(OCC)c1 | -9 | -4 | -5 | -1 | -3 | 3 | 0 | -21 | i
CCS(=O)(=O)c1ccc(O)c(NC(=O)/C=C/c2ccccc2)c1 | -11 | -1 | 0 | -4 | -1 | -12 | -3 | 6 | i

Not a hit list, and some 4% of all compounds hit somewhere here.
